Compound activity deposited in PubChem BioAssay by University of Glasgow.
telomere uncapping: survival after telomere uncapping, modulators, primary screen, cell-based (AID 1259312). HCT116 + Ad-hTR-mut, survival, MTT, 5 d; active compounds read high. fold change at 10 µM. actives 4.5% (n = 4,500);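 active means cell survival measured by absorbance rises more than 2.5-fold over infected cells without compound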;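 further: virus expresses mutant telomerase RNA that uncaps telomeres and kills cells; compound added 2 days after infection so exposure lasts 3 days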
The depositor's hits bear a star; i = inactive.

SMILES	telomere uncapping
CC(C)(C)c1cc(C(F)(F)C(F)(F)C(F)(F)F)n2nc(-c3ccccc3)cc2n1	1.24
CN(C)c1ccc(/C=N/c2nccs2)cc1	-1.55
COc1nonc1N	-1.13
CC(C)CC(=O)NC1CCCCCC1	-1.5
O=c1[nH]c2nonc2[nH]c1=O	i
CCCCc1ccc(-c2c(C#N)c(N)nc3c2CCCCC3)s1	-1.6
N#CC1=C(N)Oc2cc3cc4c(cc3cc2C1c1ccc(Cl)cc1)C(c1ccc(Cl)cc1)C(C#N)=C(N)O4 (configuration not stated)	-1.81
CC(C)CC1CCCC(CC(C)C)N1CCO (configuration not stated)	-1.5
Cc1cc(C)c(S(=O)(=O)N2CCN(Cc3ccc4c(c3)OCO4)CC2)c(C)c1	-1.33
COc1cc(NC(=O)CCC(=O)O)nc(OC)n1	-1.34
O=C1ON=C(c2ccco2)/C1=C/c1ccco1	-1.77
O=C(NCCC1=CCCCC1)C(=O)NCc1ccco1	-1.07
Cc1cc(O)c(C(C)(C)c2c(O)cc(C)cc2C(C)(C)C)c(C(C)(C)C)c1	-1.39
CCCCCCNS(=O)(=O)c1ccc(F)cc1	-1.18
O=C(Nc1nc2c(s1)CCCC2)C1CC(=O)N(C2CCCCC2)C1 (configuration not stated)	-1.92
C[C@]12CCCC=C1C(C#N)(C#N)C(N)=C(C#N)[C@@H]2c1ccc(Cl)cc1	-1.14
CC(=O)N1N=C(c2ccc(C(C)(C)C)cc2)OC12CCCC2	-1.07
O=C(CCCC(=O)OCC(F)(F)C(F)F)Nc1ccc(F)cc1F	1.54
O=C(NCCOC(=O)Nc1ccc(Cl)c(Cl)c1)Nc1ccc(Cl)c(Cl)c1	-1.04
Fc1ccc(C(c2ccc(F)cc2)N2CCN(C/C=C/c3ccccc3)CC2)cc1	-1.09
Cc1cc(=O)[nH]c(SCc2ccon2)n1	i
CCS(=O)(=O)c1ccsc1S(=O)(=O)CC	-1.28
S=C(Nc1ccccc1)Nc1ccccc1Br	-1.48
NC(=O)Cn1c(SC2CCCCC2)nc2ccccc21	-1.02
CC[C@H](C)[C@H](NC(=O)OCC1c2ccccc2-c2ccccc21)C(=O)O	-1.82
Next section
SMILES	telomere uncapping
O=c1ccn([C@@H]2O[C@H](CO)[C@@H](O)[C@H]2O)c(=O)[nH]1	-1.92
CC1Oc2ccc(S(=O)(=O)NCCCn3ccnc3)cc2NC1=O (configuration not stated)	1.47
COc1cc2c(cc1OC)C1CCCCC1OC2c1cc(OC)c(OC)c(OC)c1 (configuration not stated)	-3.03
COc1nc(-c2ccc(Br)cc2)cc(-c2ccc(Cl)cc2)c1C#N	-1.17
CCCCc1ccc(/C=C(\C#N)C(N)=S)s1	-1.59
Clc1c2c(nc3ccccc13)CCCC2	-1.72
Cc1cc(C=O)c(C)n1-c1ccc(NC2CCCC2)c([N+](=O)[O-])c1	-1.06
S=C(NNc1ccccc1)NC1CCCCC1	-1.72
CN(NC(=O)COc1ccccc1)C1=NS(=O)(=O)c2ccccc21	1.35
NS(=O)(=O)c1ccc(NC(=O)C2CC(=O)N(c3ccc(F)cc3)C2)cc1 (configuration not stated)	-1.63
Cc1sc(/C=C(/C#N)C(=O)OC(C)C)cc1[N+](=O)[O-]	1
COc1ccc(CC2=CN(C)CC3=C2OC(N)=C(C#N)C3c2ccc(OC)c(OC)c2)cc1OC (configuration not stated)	-1.28
O=C(CC12CC3CC(CC(C3)C1)C2)N1CCN(CCN2C(=O)C3C4CCC(C4)C3C2=O)CC1 (configuration not stated)	-1
O=S(=O)(N[C@@H]1C[C@H]2CC[C@@H]1C2)c1ccc(Cl)cc1	-2.38
Cc1ccc(C)n1-c1sc2c(c1C(=O)O)CCCC2	-1.1
O=C(CNCCO)Nc1ccc(I)cc1	-2.41
Nc1ccccc1Oc1nnnn1-c1ccccc1	-1.03
CNc1c([N+](=O)[O-])cc2c(c1[N+](=O)[O-])n(C)c(=O)n2C	1.88
O=C(N=Nc1c(O)[nH]c2ccc(Br)cc12)c1cccnc1	i
CCOC(=O)N1CCN(C(=O)c2cccs2)CC1	-1.14
COc1ccc(OC)c(NC(=O)Cn2cnc3c2c(=O)n(C)c(=O)n3C)c1	-3.18
O=S(=O)(Nc1nc2ccccc2s1)c1ccc(Cl)cc1	1.94
COC1OC(COC(c2ccccc2)(c2ccccc2)c2ccccc2)C(O)C(O)C1O (configuration not stated)	2.72*
O=C(Nc1nonc1NC(=O)c1ccc2c(c1)OCO2)c1ccc2c(c1)OCO2	-1.22
O=[N+]([O-])c1ccccc1-n1ccnc1	-1.71
New compounds follow
SMILES	telomere uncapping
C=CCNC(=O)c1n[nH]c(=O)c2ccccc12	1.02
Nc1ccc(-c2nc3ccc(-c4nc5ccccc5o4)cc3[nH]2)cc1	1.07
O=[N+]([O-])c1ccc(N2CCOCC2)cc1NCCOc1ccc(F)cc1	-1.16
Cc1[nH]c2ccccc2c1/C=C(\C#N)c1nc2ccccc2[nH]1	-1.44
Cn1c(=O)c(=O)n(C)c2ccccc21	-1.09
COc1cccc(OC)c1-c1noc(CSc2nc(N)cc(=O)[nH]2)n1	i
Cc1occc1-c1nnc(-c2ccc(Cl)cc2Cl)o1	-1.37
CCc1nnc(NC(=O)CN(C)CCC#N)s1	-1.46
O=c1n(Cc2ccon2)c2ccccc2n1Cc1ccon1	-2.68
O=C(Nc1cc(C(F)(F)F)cc2c1SC1Nc3ccccc3N21)C(c1ccccc1)c1ccccc1 (configuration not stated)	1.26
Cc1csc(NC(=O)C(F)(F)C(F)(F)C(F)(F)C(F)(F)C(F)(F)C(F)(F)C(F)(F)C(F)F)n1	-3.76
N#Cc1c(N)nc2c(c1-c1cccc(Br)c1)CCCC2	2.68*
CC(=O)N1N=C(c2ccncc2)OC12CCCCCC2	-1.55
COc1cc([C@@H]2c3cc4c(cc3[C@H](O)[C@H]3COC(=O)[C@H]23)OCO4)cc(OC)c1OC	-2.27
N/N=C1\CCCc2c1[nH]c1ccc(C(F)(F)F)cc21	i
Cc1cc(/C=c2/sc3nc4ccccc4n3c2=O)c(C)n1C	-1.08
NC(CC(=O)O)C(=O)O (configuration not stated)	1.14
CCNC(=S)N1CCOCC1	-1.34
CC(C)c1ccc2c(c1)CCC1C(C)(CN)CCC[C@]21C (some centres not stated)	-41.7
S=C(Cc1cccnc1)N1CCOCC1	-2.2
C/C(=N\Nc1c(Cl)cc(Cl)cc1Cl)c1ccccn1	-1.38
N#CC1(C#N)[C@H](c2ccccc2C(F)(F)F)[C@@H](C(=O)c2ccccc2)N2c3ccccc3C=C[C@@H]21	1.55
Cc1cc(/C=N/O)c(C)n1-c1cccc(Cl)c1	-1.84
Cn1c(SCc2csc(C3CCCCC3)n2)nc2sc3c(c2c1=O)CCCC3	1.03
COc1ccc2nc(/C(N)=N/O)sc2c1	i

An excerpt of these results, field by field.
Structure: Cn1c(=O)c(=O)n(C)c2ccccc21
  telomere uncapping: -1.09
Structure: Cn1c(SCc2csc(C3CCCCC3)n2)nc2sc3c(c2c1=O)CCCC3
  telomere uncapping: 1.03
Structure: COc1ccc2nc(/C(N)=N/O)sc2c1
  telomere uncapping: i
Structure: Cc1cc(/C=N/O)c(C)n1-c1cccc(Cl)c1
  telomere uncapping: -1.84

Next part
SMILES	telomere uncapping
Cn1cc(Cl)c(C(=O)O)n1	-1.44
O=S(=O)(Nc1ccc(Cl)c(C(F)(F)F)c1)c1ccc(Br)s1	-1.31
CC(C)(C)NC[C@H](O)COc1nsnc1N1CCOCC1	-1.13
O=S(=O)(Nc1ccc2c(c1)OC1(CCCCC1)O2)c1ccc2ccccc2c1	-2.6
CSc1nnc(COc2ccccc2)n1C	-1.81
c1csc(CNCCNCc2cccs2)c1	-3.08
CCNC(=O)c1c(NC(=O)C2COc3ccccc3O2)sc2c1CCCC2 (configuration not stated)	-2.14
Cc1ccc(C2C3CCCC=C3C(C#N)C(N)C2(C#N)C#N)s1 (configuration not stated)	-1.03
O=c1[nH]c2ccccc2c(O)c1[N+](=O)[O-]	1.31
CC(C)Cn1c(=O)n(C)c(=O)c2[nH]cnc21	-1.07
CCc1ccc(C(C2C(=O)CC(C)(C)CC2=O)C2C(=O)CC(C)(C)CC2=O)s1	-2.62
O=[N+]([O-])c1cc(Br)cc(C=Nc2cc(Cl)ccc2Cl)c1O	i
Nc1cc(=O)n(-c2ccccc2)[nH]1	1.16
O=C(O)C1CSC(C2CC=CCC2)N1 (configuration not stated)	1.28
Nc1n/c(=N/Nc2ccccc2)ss1	-1.35
CCSc1ccc(Sc2ccc(SCC)s2)s1	-1.05
Cc1nc2ccccc2nc1C=O	-2.07
c1ccc(CSc2nnc(C34CC5CC(CC(C5)C3)C4)o2)nc1	-1.38
Cn1c(=O)c2c(nc(NCC(O)c3ccccc3)n2C)n(C)c1=O (configuration not stated)	-1.49
O=C(O)c1ccc(-c2c3ccc(=O)cc-3oc3cc(O)ccc23)c(C(=O)O)c1	-1.03
O=C(ON=C1CCCCCCCCCCC1)c1ccc(F)cc1	-2.23
O=S(=O)(Nc1cc(Cl)cc(Cl)c1)c1cccs1	-1.41
Cc1nc(N)sc1N=Nc1cc(C(=O)O)cc(C(=O)O)c1	i
S=c1[nH]nc(-c2ccccc2)n1C1CCCCC1	1.07
Cc1cc(C)cc(NC(C#N)=C(C#N)C#N)c1	1.12
Carrying on:
SMILES	telomere uncapping
CCOc1ccc2nc3c(=O)[nH]c(=O)[nH]c3nc2c1	1.02
NS(=O)(=O)c1ccc(N=Cc2cc(Br)cc(Br)c2O)cc1	i
Cn1cnnc1SCC(=O)Nc1ccc2c(c1)OCCO2	2.41
O=c1oc(-c2cccs2)nc2cc([N+](=O)[O-])ccc12	1.07
C=CCn1c(N)c(C(N)=O)sc1=S	-1.06
CN/C(=C\[N+](=O)[O-])NCCSCc1ccc(CN(C)C)o1	-1.64
S=c1[nH]nc(-c2ccccc2)n1Cc1ccccc1	-1.29
N#CCS/C(SCC(=O)c1ccc(Br)cc1)=C(/C#N)C(=O)c1ccc(Br)cc1	1.41
COc1ccc(S(=O)(=O)Nc2nc3ccc(S(C)(=O)=O)cc3s2)cc1	-1.78
CCOC(=O)c1c(NC(=O)C23CC4CC(CC(C4)C2)C3)sc2c1CCCCC2	-1.2
CC(C)c1ccc(C2=NN(c3ccccc3)C3(CC2)SC(c2ccccc2)=NN3c2ccccc2)cc1 (configuration not stated)	-1.14
Cc1cc(/C=C2\NC(=O)NC2=O)c(C)n1-c1ccc(Cl)cc1	-1.77
CC(C)(C)c1ccc(-c2nn(CN3CCC(c4ccccc4)C3)c(=S)n2-c2ccccc2)cc1 (configuration not stated)	-1.84
CCOc1ccc2nc(SCC(=O)c3ccc(C)s3)sc2c1	-3.37
Cc1cc(C)cc(N=Cc2cc(Br)cc(Br)c2O)c1	i
Cc1c(NS(=O)(=O)N2CCCC2)c(=O)n(-c2ccccc2)n1C	1.1
CSc1nc(SCC(=O)c2ccc3c(c2)OCO3)nc(N)c1C#N	1.54
O=C(C1=C(O)C(=O)N(CCN2CCOCC2)C1c1ccco1)c1ccco1 (configuration not stated)	-1.73
CS(=O)(=O)N1CCc2cc(S(=O)(=O)Nc3ccc(Cc4ccncc4)cc3)ccc21	-1.13
CCCSc1nnc(-c2ccc(Cl)cc2Cl)o1	2.03
Nc1nonc1NC(=O)CSc1ccc(Cl)cc1	-1.53
O=C(C1=C(O)C(=O)N(CCN2CCOCC2)C1c1cccs1)c1cccs1 (configuration not stated)	-1.94
CSc1nc2nc(C)cc(=O)n2[nH]1	1.54
N#CC1=C2C=CC(O)=CC2OC=C1N (configuration not stated)	-1.41
COC(=O)C1=C(C)NC(=O)NC1c1cc2c(cc1Br)OCO2 (configuration not stated)	-1.04
The list goes on:
SMILES	telomere uncapping
COc1ccc2nc(NS(=O)(=O)c3ccc(Cl)cc3)sc2c1	1.44
C[n+]1c2cc(N)ccc2cc2ccc(N)cc21	-1.7
O=[N+]([O-])c1ccc(N2CCOCC2)c(Cl)c1	-1.91
Nc1nc(=S)ss1	1.15
CCN(CC)Cc1c(C)[nH]c2ccc(C)cc2c1=O	-1.13
N#Cc1c(N)nc2c(c1-c1ccc3c(c1)OCO3)CCCCC2	-2.36
O=[N+]([O-])/C=C\c1ccc(OCc2ccccc2)c(OCc2ccccc2)c1OCc1ccccc1	-1.57
S=C(NC1CCCCC1)NC1CCCCC1	1.02
Nc1ccc2nc(-c3cc(O)ccc3N)[nH]c2c1	-7.82
O=C1ON=C(c2ccc(Cl)cc2Cl)/C1=C/c1cccc(I)c1	-1.9
c1ccc(CN2COc3ccc4ccccc4c3C2)cc1	-1.32
C=CCNS(=O)(=O)c1ccc2[nH]c(=O)[nH]c2c1	-1.2
Cn1nc(C(=O)N2CC(=O)Nc3ccccc32)c2ccccc2c1=O	-1.52
c1nncn1N=C1CCCCC1	-1.16
O=C(O)CCC(NS(=O)(=O)c1ccc(N2CCCC2=O)cc1)C(=O)O (configuration not stated)	-1.77
Cc1[nH]c2ccccc2c1C(=O)C(=O)NC(C)(C)C	-1.22
O=C1C=CC(=O)N1c1ccc(Cl)c(Cl)c1	-1.48
NC(=NO)C(=O)Nc1ccc(S(N)(=O)=O)cc1	-1.47
COc1cc(C(=O)N2CCOCC2)cc(OC)c1OC	-1.08
CC1CCCCN1S(=O)(=O)c1ccc(N)cc1 (configuration not stated)	-1.18
Cc1[nH]c(=O)c(C#N)c(C)c1[N+](=O)[O-]	-1.15
c1ccc2c(c1)CCCC2C1=NCCN1 (configuration not stated)	-1.19
N#CCN(CC#N)S(=O)(=O)c1cc(Cl)ccc1Cl	-1.45
O=C1OCc2c1[nH]c(=O)[nH]c2=O	-1.15
O=C(O)c1c[nH]c2ccccc2c1=O	-4.77

4 of the compounds above, as labelled records.
S=C(NC1CCCCC1)NC1CCCCC1
- telomere uncapping: 1.02
Nc1ccc2nc(-c3cc(O)ccc3N)[nH]c2c1
- telomere uncapping: -7.82
O=C1ON=C(c2ccc(Cl)cc2Cl)/C1=C/c1cccc(I)c1
- telomere uncapping: -1.9
c1ccc(CN2COc3ccc4ccccc4c3C2)cc1
- telomere uncapping: -1.32

This is a subset (hit frequency here may not be typical).
